eIF4E-4G inh – eIF4E/eIF4G interaction inhibition in translation initiation; P63073+Q04637; TR-FRET eIF4E-eIF4GI(517-606) binding, 2 h; inhibition, % at 21.7 µM; 220,000 compounds, 0.37% hits; AID 782;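 active = inhibition above about 30%, limit read from the data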;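 note: 0% = full FRET control wells and 100% = background wells lacking eIF4GI fragment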
TNF death inh – inhibitors of TNF-alpha induced necroptosis in Jurkat FADD-/- cells; Jurkat FADD-/- TNF necroptosis rescue, ATP luminescence, 24 h; 0 = TNF only, 100 = no-TNF cells; activation (protection from cell death), % at 10 µM; 220,000 compounds, 0.068% hits; AID 463075;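 active = activation, meaning protection from cell death, of at least 50% relative to plate controls; inactive = activation below 50%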;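 note: necroptosis triggered by 40 ng/mL TNF-alpha added together with compound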
L929 necroptosis – blocks zVAD induced death of L929 cells; L929 zVAD necroptosis rescue, ATP luminescence, 24 h; with zVAD 60 µM; 220,000 compounds, 0.38% hits; AID 1377; viability rescue, % at 10 µM;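 active = activation, scaled between plate controls, above about 75%, limit read from the data; inactive = activation under that limit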;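 note: 0% = zVAD with DMSO and 100% = DMSO alone without zVAD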
Rad51 HR inh – Rad51 (human) homologous recombination inhibition; hRad51 DNA strand exchange, fluorescence dequenching; inhibition, % at 10 µM; 200,000 compounds, 0.085% hits; AID 1385;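 active = inhibition above 40% at the single screening dose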;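 note: 0% = DMSO control wells and 100% = blanks with heterologous ssDNA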
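Material: hRad51 filaments on single-stranded DNA; Reagent: Donor/quencher-labelled 47-bp dsDNA substrate; Compound: 10 µM final, single point; Schedule: 37 °C 15-min filament assembly, 30-min compound preincubation, 15-min exchange; Technique: FRET fluorescence, excitation 485 nm, emission 520 nm; Benchmarks: control wells and blank wells on each plate.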
EBV gp42 block – blocks Epstein-Barr virus glycoprotein 42 binding | Q1HVG2 | Fluorescence polarization binding assay, mP read-out | inhibition, % (tested at 21.74 µM) | 220,000 compounds, 0.42% hits; in the data active = inhibition above about 50%
MDM2 E3 inh – blocks human Mdm2 ubiquitin ligase activity | Q00987 | cell-based MDM2 ubiquitination luciferase reporter, 2 h; 0 = plate control, 100 = twice control, blank-subtracted | signal enhancement, % at 5 µM | 210,000 compounds, 0.11% hits;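 active = signal enhancement of 30% or more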;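 note: luminescence tracks abundance of the self-degrading MDM2-luciferase fusion protein; higher signal means inhibition of MDM2 E3 ligase activity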
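Timing – 2 h compound exposure at 37 °C · Assay system – mammalian cells stably expressing self-ubiquitinating, self-degrading MDM2 E3–luciferase fusion · Amount – 2000 cells seeded into each well · Measure – % luminescence enhancement versus blank-corrected plate control mean · Measured by – SteadyLite luminescence, 15 min reagent step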
m-calpain inh – calpain II (pig) inhibition; purified calpain II, fluorogenic peptide substrate, 30 min; inhibition, % at 16 µM; 220,000 compounds, 0.37% hits;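 active = inhibition above about 50%, limit read from the data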
PERK inh – human PERK inhibition, primary cell-based screen; CHO PERK-DD fusion, SEAP luminescence translation reporter; inhibition, % at 5.6 µM; Q9NZJ5; AID 1416; 220,000 compounds, 0.17% hits;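 active = inhibition above the mean inhibition of all tested compounds plus 3 SD, set separately per screening campaign, cut at about 2.9% in these data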;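 note: PERK kinase domain activated by AP20187 dimerizer at 100 nM; 0% = DMSO with dimerizer and 100% = rapamycin at 8.4 µM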
Target sequence (Q9NZJ5 whole entry, looked up, the tested form may be a part): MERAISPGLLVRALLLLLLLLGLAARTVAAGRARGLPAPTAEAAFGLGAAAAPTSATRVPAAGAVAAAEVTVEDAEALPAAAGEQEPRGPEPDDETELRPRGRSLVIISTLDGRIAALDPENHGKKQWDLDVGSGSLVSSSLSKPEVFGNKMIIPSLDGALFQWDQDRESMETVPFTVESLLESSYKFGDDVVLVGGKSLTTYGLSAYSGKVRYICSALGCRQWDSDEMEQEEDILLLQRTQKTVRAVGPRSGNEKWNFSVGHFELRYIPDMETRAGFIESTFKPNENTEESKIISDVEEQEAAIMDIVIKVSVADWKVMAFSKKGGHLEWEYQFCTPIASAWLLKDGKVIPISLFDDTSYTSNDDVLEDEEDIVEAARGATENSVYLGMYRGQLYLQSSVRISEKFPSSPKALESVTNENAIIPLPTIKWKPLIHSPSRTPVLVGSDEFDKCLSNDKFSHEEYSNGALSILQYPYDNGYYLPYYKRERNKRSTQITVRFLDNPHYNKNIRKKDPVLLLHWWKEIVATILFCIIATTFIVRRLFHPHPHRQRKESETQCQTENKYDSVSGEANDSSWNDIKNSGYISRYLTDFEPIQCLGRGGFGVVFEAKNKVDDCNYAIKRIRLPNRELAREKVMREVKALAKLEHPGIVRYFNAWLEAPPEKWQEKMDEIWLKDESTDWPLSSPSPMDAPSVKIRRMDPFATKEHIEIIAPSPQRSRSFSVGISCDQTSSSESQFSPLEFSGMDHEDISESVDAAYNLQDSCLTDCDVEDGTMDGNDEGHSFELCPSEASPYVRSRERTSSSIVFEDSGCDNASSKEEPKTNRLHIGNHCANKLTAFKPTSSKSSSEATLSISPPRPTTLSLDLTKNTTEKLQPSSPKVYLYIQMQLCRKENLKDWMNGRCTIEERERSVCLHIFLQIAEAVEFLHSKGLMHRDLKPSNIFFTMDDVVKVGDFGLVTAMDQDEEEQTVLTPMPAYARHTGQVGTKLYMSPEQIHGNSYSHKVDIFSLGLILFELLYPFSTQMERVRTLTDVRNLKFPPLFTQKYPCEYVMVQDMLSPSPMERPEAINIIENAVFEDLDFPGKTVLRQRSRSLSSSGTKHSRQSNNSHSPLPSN
Cl transport mod – modulates chloride dependent transport by human KCC2. KCC2 cells, thallium flux FluoZin-2 fluorescence. B-score of Tl+ flux slope (higher = more flux/activation; lower = inhibition) at 10 µM. 190,000 compounds, 2.2% hits;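 active = thallium flux slope and its plate-corrected score both differing from the plate sample mean at a set confidence after two filtering rounds, in either direction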;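 note: slope of fluorescence scaled to starting intensity during 10 to 20 s after thallium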
Active calls of the source: *; [ ] = another dose, or the depositor's remark.

How did O=C(c1ccc([N+](=O)[O-])cc1)N(Cc1ccc(Cl)cc1Cl)N1C(=O)CCCC1=O do in these assays?
eIF4E-4G inh: 6[fluorescence artefact?]; TNF death inh: -0.2; L929 necroptosis: -0.8; Rad51 HR inh: 0; EBV gp42 block: -14; MDM2 E3 inh: -7; m-calpain inh: 29; PERK inh: 0.2; Cl transport mod: 0.14

Results for CCn1cc(C(=O)OCc2ccccc2)c(=O)c2ccc(C)nc21 ?
eIF4E-4G inh: 14; TNF death inh: -2.8; L929 necroptosis: 0.0; EBV gp42 block: -9; MDM2 E3 inh: -9; m-calpain inh: -2; PERK inh: -0.5

What do the screens show for `CCOC(=O)Cn1c(-c2cccnc2Cl)nc2cc(C)c(C)cc21`?
eIF4E-4G inh: 1; TNF death inh: -2.5; L929 necroptosis: -0.4; Rad51 HR inh: 2; EBV gp42 block: -15; MDM2 E3 inh: -17; m-calpain inh: -20; PERK inh: 0.3; Cl transport mod: 1.4

How did CCCCCN=C(C)c1c(O)c2ccccc2oc1=O do in these assays?
eIF4E-4G inh: -6; TNF death inh: 1.5; L929 necroptosis: 0.3; EBV gp42 block: -13; MDM2 E3 inh: -10; m-calpain inh: 10; PERK inh: -0.6; Cl transport mod: 0.23

How did Cc1cc(Cl)ccc1OCC(=O)OCC(=O)Nc1ccc(F)c([N+](=O)[O-])c1 do in these assays?
eIF4E-4G inh: -8[fluorescence artefact?]; TNF death inh: -1.5; L929 necroptosis: -0.6; EBV gp42 block: -13; MDM2 E3 inh: -3; m-calpain inh: 3; PERK inh: 0.8; Cl transport mod: -0.4

How did CC(=O)N1CCC2(CC1)CC(=O)c1cc(OCC(=O)N3CCCC3)ccc1O2 do in these assays?
eIF4E-4G inh: -1; TNF death inh: 0.6; L929 necroptosis: 3.6; Rad51 HR inh: 31; EBV gp42 block: -8; MDM2 E3 inh: -10; m-calpain inh: inactive; PERK inh: 0.2; Cl transport mod: 0.29

Results for CCn1cc(C(=O)N[C@H](C)c2ccccc2)c(=O)c2cc(F)c(N3CCN(C)CC3)cc21 ?
eIF4E-4G inh: -2; TNF death inh: -2.2; L929 necroptosis: 0.4; Rad51 HR inh: 15; EBV gp42 block: -7; MDM2 E3 inh: -14; m-calpain inh: -316; PERK inh: -2.8; Cl transport mod: 1

Results for CCc1ccc(C(CC(=O)c2ccc(Cl)cc2)C(=O)O)cc1 (stereo unspecified) ?
eIF4E-4G inh: -3; TNF death inh: -1.9; L929 necroptosis: 0.3; Rad51 HR inh: 0; EBV gp42 block: 5; MDM2 E3 inh: -13; m-calpain inh: 32; PERK inh: 0.5

How did COc1ccc(C(=O)/C=C/NCc2ccc(F)cc2)cc1OC do in these assays?
eIF4E-4G inh: -4; TNF death inh: 2.1; L929 necroptosis: -0.2; Rad51 HR inh: -8; EBV gp42 block: 0; MDM2 E3 inh: -18; m-calpain inh: 18; PERK inh: -1.1; Cl transport mod: -2.1

How did c1ccc(Cc2nnc3sc(Nc4ccccc4)nn23)cc1 do in these assays?
eIF4E-4G inh: -5; TNF death inh: -5.4; L929 necroptosis: -0.1; Rad51 HR inh: 2; EBV gp42 block: -16; MDM2 E3 inh: 27; m-calpain inh: 9; PERK inh: 0.6; Cl transport mod: 0.42

Results for COc1ccc(C(=O)NCCn2cc(SCC(=O)Nc3nnc(C)s3)c3ccccc32)cc1 ?
eIF4E-4G inh: -2[fluorescence artefact?]; TNF death inh: 0.5; Rad51 HR inh: 6; EBV gp42 block: -26; MDM2 E3 inh: -9; m-calpain inh: -15; PERK inh: -0.4; Cl transport mod: -0.75

What do the screens show for `COc1ccccc1N1CCN(C(CNC(=O)c2ccc3c(c2)OCO3)c2cccnc2)CC1` (stereo unspecified)?
eIF4E-4G inh: -3[fluorescence artefact?]; TNF death inh: -2.8; L929 necroptosis: -0.7; Rad51 HR inh: -1; EBV gp42 block: -4; MDM2 E3 inh: -2; m-calpain inh: 4; PERK inh: -1.2

What do the screens show for `CCn1c(SCC(=O)Nc2ccc(N3CCOCC3)cc2)nnc1-c1ccc(OC)cc1`?
eIF4E-4G inh: 14[fluorescence artefact?]; TNF death inh: 1.0; L929 necroptosis: -0.1; Rad51 HR inh: 8; EBV gp42 block: -19; MDM2 E3 inh: -19; m-calpain inh: -34; PERK inh: -1.2; Cl transport mod: 0.5

Results for CCS(=O)(=O)N1Cc2ccccc2CC1C(=O)N1CCN(c2cccc(C)c2C)CC1 (stereo unspecified) ?
eIF4E-4G inh: -13[fluorescence artefact?]; TNF death inh: -8.1; L929 necroptosis: 0.4; Rad51 HR inh: 2; EBV gp42 block: -42; MDM2 E3 inh: -2; m-calpain inh: -2; PERK inh: -1.1; Cl transport mod: -1.2

What do the screens show for `O=C1CC(C(=O)O)S/C(=N\N=C\c2ccc(Br)cc2)N1` (stereo unspecified)?
eIF4E-4G inh: 6; TNF death inh: 0.6; L929 necroptosis: -0.1; Rad51 HR inh: 9; EBV gp42 block: -8; MDM2 E3 inh: -12; m-calpain inh: -3; PERK inh: 1.3; Cl transport mod: -0.88

How did Clc1ccccc1CSc1snnc1-c1ccccc1 do in these assays?
eIF4E-4G inh: 3; TNF death inh: -1.3; L929 necroptosis: -0.3; Rad51 HR inh: 4; EBV gp42 block: -14; MDM2 E3 inh: -15; m-calpain inh: 13; PERK inh: -0.1; Cl transport mod: -1.3

How did O=C(NCCCN1CCOCC1)C(=O)N/N=C/c1c2ccccc2cc2ccccc12 do in these assays?
eIF4E-4G inh: 7; TNF death inh: -4.3; L929 necroptosis: 1.6; Rad51 HR inh: 4; EBV gp42 block: -5; MDM2 E3 inh: 7; m-calpain inh: -60; PERK inh: -1.0; Cl transport mod: -0.019

What do the screens show for `Cn1c(=O)c2c(nc(SCCCO)n2Cc2ccccc2Cl)n(C)c1=O`?
eIF4E-4G inh: 2; TNF death inh: 0.1; L929 necroptosis: 0.4; Rad51 HR inh: -6; EBV gp42 block: -17; MDM2 E3 inh: -44; m-calpain inh: 0; PERK inh: -0.5

What do the screens show for `COc1ccc(CNC(=O)C2CC(c3cccc([N+](=O)[O-])c3)=NO2)cc1` (stereo unspecified)?
eIF4E-4G inh: 1; TNF death inh: -1.6; L929 necroptosis: 0.1; Rad51 HR inh: -3; EBV gp42 block: -16; MDM2 E3 inh: -11; m-calpain inh: 10; PERK inh: 0.9; Cl transport mod: 0.21

What do the screens show for `O=c1c(Cc2ccc(F)cc2)c(O)ccn1Cc1ccco1`?
eIF4E-4G inh: 1; TNF death inh: 0.9; L929 necroptosis: 0.6; Rad51 HR inh: -26; EBV gp42 block: -5; MDM2 E3 inh: -2; m-calpain inh: -6; PERK inh: 0.1; Cl transport mod: -0.17

How did Cc1cccc(NC(=S)N/C(=N/S(=O)(=O)c2ccccc2)c2ccccc2)c1 do in these assays?
eIF4E-4G inh: 1; TNF death inh: -1.3; L929 necroptosis: -1.4; Rad51 HR inh: 2; EBV gp42 block: 0; MDM2 E3 inh: 0; m-calpain inh: -64; PERK inh: 1.1; Cl transport mod: 3.5*

Results for O=C(COc1ccc(Br)cc1)OCc1nnc(-c2ccccc2)o1 ?
eIF4E-4G inh: 3; TNF death inh: -2.6; L929 necroptosis: 0.1; Rad51 HR inh: -12; EBV gp42 block: -8; MDM2 E3 inh: -21; m-calpain inh: -12; PERK inh: 0.0; Cl transport mod: -0.97

Results for COc1ccccc1NC(=O)c1ccc(NC(=O)COC(=O)C2CCCCC2)cc1 ?
eIF4E-4G inh: 4; TNF death inh: 3.1; L929 necroptosis: 0.2; Rad51 HR inh: -4; EBV gp42 block: -22; MDM2 E3 inh: -5; m-calpain inh: 23; PERK inh: 0.5; Cl transport mod: -0.98

What do the screens show for `CCc1cccc(C)c1NC(=O)COC(=O)c1ccc2c(c1)S(=O)(=O)c1ccccc1C2=O`?
eIF4E-4G inh: 1; TNF death inh: -1.1; EBV gp42 block: 6; MDM2 E3 inh: -7; m-calpain inh: 21; PERK inh: 0.0; Cl transport mod: -0.96

Results for Cc1cnc(NC(=O)c2ccc3c(c2)C(=O)N(Cc2ccco2)C3=O)s1 ?
eIF4E-4G inh: -13; TNF death inh: -0.2; L929 necroptosis: 0.2; Rad51 HR inh: 3; EBV gp42 block: -10; MDM2 E3 inh: -10; m-calpain inh: -42; PERK inh: 0.1; Cl transport mod: -0.0013

Results for COc1ccc(-n2nc(C(=O)NCC(=O)NCC3COc4ccccc4O3)c3ccccc3c2=O)c(OC)c1 (stereo unspecified) ?
eIF4E-4G inh: -2; TNF death inh: 2.9; L929 necroptosis: 1.2; Rad51 HR inh: 10; EBV gp42 block: -5; MDM2 E3 inh: 9; m-calpain inh: 2; PERK inh: 0.3; Cl transport mod: -0.23

How did CC(=O)c1ccc(NC(=O)Nc2cccc(Cl)c2)cc1 do in these assays?
eIF4E-4G inh: 10; TNF death inh: 1.4; L929 necroptosis: 1.2; Rad51 HR inh: 5; EBV gp42 block: 1; MDM2 E3 inh: -17; m-calpain inh: 26; PERK inh: -1.0

How did O=C(C(Cc1ccccc1)n1cccc1)N1CCc2ccccc21 (stereo unspecified) do in these assays?
eIF4E-4G inh: 0; TNF death inh: 1.0; L929 necroptosis: 2.3; Rad51 HR inh: 1; EBV gp42 block: -3; MDM2 E3 inh: -11; m-calpain inh: -8; PERK inh: 0.5; Cl transport mod: -0.6

Results for COc1cc(C2c3c(oc4cc(C)c(C)cc4c3=O)C(=O)N2c2cc(C)ccn2)ccc1O (stereo unspecified) ?
eIF4E-4G inh: -13; TNF death inh: -3.9; L929 necroptosis: 2.0; Rad51 HR inh: 2; EBV gp42 block: 2; MDM2 E3 inh: -14; m-calpain inh: -27; PERK inh: 0.0; Cl transport mod: 0.031

How did COc1ccc(Cc2n[nH]c(=S)n2NC(=O)Nc2ccc(Cl)c(Cl)c2)cc1 do in these assays?
eIF4E-4G inh: -4; TNF death inh: 3.3; L929 necroptosis: 0.4; Rad51 HR inh: 17; EBV gp42 block: 2; m-calpain inh: 16; PERK inh: 0.8; Cl transport mod: -0.58

What do the screens show for `CCC(=O)Nc1ccc2nc(SCC(=O)N3CCCC3)sc2c1`?
eIF4E-4G inh: -1; TNF death inh: -0.8; L929 necroptosis: 0.3; Rad51 HR inh: -3; EBV gp42 block: -28; MDM2 E3 inh: -10; m-calpain inh: 15; PERK inh: -0.5; Cl transport mod: -0.88

Results for Cc1cc(C)c(NC(=S)NCCO)c(C)c1 ?
eIF4E-4G inh: -1; TNF death inh: 1.2; L929 necroptosis: 0.8; Rad51 HR inh: -5; EBV gp42 block: -13; MDM2 E3 inh: -12; m-calpain inh: -14; PERK inh: 0.0; Cl transport mod: 0.71

Assay outcomes as filed in PubChem.
